Bioassay records (PubChem)
MEKK3 PB1 HTS – raises or lowers MEK5 binding to the human MEKK3 PB1 domain | Q99759 | bead-based flow cytometry, Alexa488-MEK5 binding to MEKK3; actives lie on both sides; 0 = blocked by unlabeled MEK5, 100 = vehicle | binding response (% of control), % at 10 µM | hit rate 1.4% among 290,000 | AID 1529;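 active = binding response more than 3 SD above or below the average of its plate-row segment, actives on both sides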;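 also: Alexa488 bead fluorescence after subtracting the streptavidin-only scavenger bead signal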
Target sequence (Q99759 whole entry, looked up, the tested form may be a part): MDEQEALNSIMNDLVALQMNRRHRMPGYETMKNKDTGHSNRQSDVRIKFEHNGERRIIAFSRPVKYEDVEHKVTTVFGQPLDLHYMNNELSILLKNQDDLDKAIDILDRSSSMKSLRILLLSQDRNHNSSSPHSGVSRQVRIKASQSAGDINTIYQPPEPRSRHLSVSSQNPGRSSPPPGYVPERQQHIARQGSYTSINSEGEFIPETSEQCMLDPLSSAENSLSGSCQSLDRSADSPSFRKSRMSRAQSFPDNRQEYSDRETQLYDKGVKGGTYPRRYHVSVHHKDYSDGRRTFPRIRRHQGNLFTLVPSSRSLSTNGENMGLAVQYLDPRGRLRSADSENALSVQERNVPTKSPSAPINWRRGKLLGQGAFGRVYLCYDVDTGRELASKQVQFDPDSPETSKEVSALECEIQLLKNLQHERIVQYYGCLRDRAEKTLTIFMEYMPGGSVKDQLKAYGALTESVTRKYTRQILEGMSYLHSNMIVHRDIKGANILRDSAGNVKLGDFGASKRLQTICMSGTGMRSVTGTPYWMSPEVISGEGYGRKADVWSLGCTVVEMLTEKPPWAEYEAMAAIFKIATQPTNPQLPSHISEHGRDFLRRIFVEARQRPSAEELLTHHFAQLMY
MEKK2mut PB1 HTS – signal of MEK5 binding to mutant human MEKK2 PB1 domain; percent response, % at 10 µM; bead flow cytometry, Alexa488-MEK5 binding to MEKK2 mutant; AID 1530; hit rate 0.35% among 290,000; in the data active = percent response above about 24%, passing the limit was not always enough; also: inactives centre near 1; some results filed as inactive read as strong as hits; reference of the scale not given here
GPR7 antag – antagonists of human GPR7 (neuropeptides B/W receptor 1); hit rate 1.1% among 290,000; AID 1861; P48145; GPR7-expressing cells, fluorescence antagonist assay; inhibition, % at 4.4 µM; in the data active = inhibition above about 16%, passing the limit was not always enough;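 also: cells stimulated with the agonist NPW; 0% = agonist with vehicle and 100% = vehicle without agonist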
MEKK2 WT-MEK5 – raises or lowers MEK5 binding to wildtype human MEKK2 PB1 domain; AID 1531; bead flow cytometry, Alexa488-MEK5 binding to MEKK2 WT; actives lie on both sides; hit rate 1.1% among 290,000; Q9Y2U5; binding response (% of control), % at 10 µM; in the data active = binding response below about 67% or above about 130%
GalR3 antag – antagonists of human GalR3; hit rate 0.44% among 360,000; O60755; HEK293 GalR3-CNG cAMP membrane potential fluorescence; galR3 body fused to GalR1 C-terminus; inhibition, % at 3 µM;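 active = inhibition above the screen-wide average plus 3 SD, cut at about 13% in these data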;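 also: forskolin and galanin both at EC90 stimulate the cells; cAMP rise reported by CNG channel membrane potential dye signal; 0% = forskolin plus galanin with DMSO and 100% = forskolin alone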
NALP1 yeast inh – blocks the NALP1 inflammasome reconstituted in yeast; S. cerevisiae NALP1/ASC/caspase-1 growth, X-gal OD620, 72 h; inhibition, % at 10 µM; hit rate 0.61% among 280,000; AID 2071; in the data active = inhibition mostly above about 24%, no sharp cut-off; inactive = mostly below about 32%; also: some compounds called inactive have numbers as strong as hits
V1aR counter – activates human V1a receptor in oxytocin agonist counter-screen | CHO-V1R cells, Fluo-8 calcium fluorescence, agonist mode; 0% DMSO, 100% 3 nM vasopressin | hit rate 0.25% among 320,000 | P37288 | activation, % at 3 µM | AID 2797;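 active = activation above the mean activation of all tested compounds plus 3 SD, per screening run, cut at about 20% in these data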;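 also: signal is peak over basal fluorescence ratio across a 100 second FLIPR read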
OXTR ag – activates the human oxytocin receptor. P30559. CHO-OTR cells, Fluo-8 calcium fluorescence; normalized: DMSO 0%, oxytocin 100%. activation, % at 3 µM. hit rate 0.32% among 320,000. AID 2435;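 active = activation above the mean of all tested compounds plus 3 SD, cutoff set per screening run, cut at about 20% in these data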;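 also: peak over basal fluorescence ratio from a 100 s FLIPR kinetic read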
PHOSPHO1 block – inhibitors of human PHOSPHO1 phosphatase. Q8TCT1. inhibition, % at 13.3 µM. hit rate 1.1% among 290,000. recombinant PHOSPHO1, absorbance phosphatase assay; in the data active = inhibition above about 60%
Target sequence (Q8TCT1 whole entry, looked up): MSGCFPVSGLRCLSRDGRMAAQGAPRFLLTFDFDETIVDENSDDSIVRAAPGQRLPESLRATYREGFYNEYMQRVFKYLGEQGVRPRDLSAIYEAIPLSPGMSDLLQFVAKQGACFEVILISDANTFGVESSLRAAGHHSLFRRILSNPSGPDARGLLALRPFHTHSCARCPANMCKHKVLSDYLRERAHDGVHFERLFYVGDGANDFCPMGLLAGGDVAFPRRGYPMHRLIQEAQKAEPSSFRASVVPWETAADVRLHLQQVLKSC
Starred values were filed as active, the others as inactive; / = no result given.

Values in the order – MEKK3 PB1 HTS | MEKK2mut PB1 HTS | GPR7 antag | MEKK2 WT-MEK5 | GalR3 antag | NALP1 yeast inh | V1aR counter | OXTR ag | PHOSPHO1 block
1) C[C@H]1[C@H](C)CC[C@]2(C)CC[C@]3(C)C(=CC[C@@H]4[C@@]5(C)CC[C@@H](O)[C@](C)(C(=O)O)[C@@H]5CC[C@]43C)[C@H]12
  77 | 2 | / | 65 | / | / | -0.8 | 0.0 | 44
2) CCOC(=O)c1cc(S(=O)(=O)N2CCC(C)CC2)cn1C
  101 | -3 | -6 | 98 | -6 | 14 | 0.1 | -1.6 | 47
3) c1ccc2[nH]c(CSc3ncnc4c3oc3ccccc34)nc2c1
  99 | 0 | -3 | 103 | -4 | 4 | 6.5 | 7.0 | 45
4) CC1(C)C=Cc2cc3ccc(=O)oc3cc2O1
  104 | 3 | / | 103 | -5 | 15 | -0.6 | -0.1 | 13
5) O=C1C2C3c4ccccc4C(c4ccccc43)C2C(=O)N1Cc1ccccn1 (configuration not stated)
  106 | -9 | -3 | 89 | -6 | 3 | -1.3 | -1.9 | -3
6) COc1cccc(CSc2nc3ccncc3[nH]2)c1
  98 | -2 | -2 | 97 | -3 | 13 | -0.2 | 0.5 | 8
7) CN(C)c1ccc(NC(=O)Oc2ccccc2)cc1
  108 | 4 | 5 | 108 | -2 | 16 | 0.7 | 1.9 | 39
8) NC(=O)CSc1nnnn1-c1cccc(Cl)c1
  101 | 3 | -1 | 105 | -2 | 19 | 0.7 | -0.4 | 8
9) CCN(c1ccccc1)S(=O)(=O)c1cc(CN2C(=O)c3cccnc3C2=O)ccc1OC
  100 | -2 | -10 | 99 | -9 | -12 | 1.4 | 0.7 | -20
10) OC(CNCCc1ccccc1)c1ccccc1 (configuration not stated)
  95 | -4 | 10 | 93 | -4 | 0 | -0.1 | 0.4 | -20
11) COc1ccc(-c2nc3ccccc3c(=O)n2CC(C)C)cc1
  101 | 5 | 3 | 100 | -8 | 11 | -1.6 | -1.8 | -6
12) Cc1ccc(CNC(=O)CCC(=O)N2CC(C)Oc3ccccc32)cc1 (configuration not stated)
  97 | -1 | 14 | 99 | / | 2 | 0.2 | -1.6 | 33
13) CCOC(=O)c1sc(NC(=O)CSc2nc3c(c(=O)n2-c2ccc(F)cc2)SCC3)c(C(=O)OCC)c1C
  111 | 12 | -5 | 95 | / | 25 | / | / | -1
14) COC(=O)c1ccc(CSC2=NCCS2)cc1
  106 | -1 | -2 | 103 | -3 | 28 | 0.1 | -2.1 | -6
15) O=C(O)c1ccccc1C(=O)c1ccc(N2CCOCC2)c([N+](=O)[O-])c1
  106 | -5 | 8 | 99 | 9 | 20 | -0.2 | 0.6 | 4
16) Cc1csc(NC(=O)C(Cc2ccccc2)n2cccc2)n1 (configuration not stated)
  97 | -6 | -12 | 99 | 7 | 4 | 1.8 | -1.3 | -3
17) CCCC[n+]1ccn(-c2nc3ccccc3nc2[N-]S(=O)(=O)c2cccs2)c1
  106 | 5 | -10 | 101 | -2 | 19 | -0.5 | 0.7 | 77*
18) CCCN1C(=S)SC(C)(C)C1/[N+]([O-])=C/c1ccc(S(=O)(=O)NC)cc1 (configuration not stated)
  103 | 4 | 5 | 99 | 1 | 18 | -0.5 | -0.3 | 19
19) CN(C)Cc1ccccc1Sc1ccc(Br)cc1
  99 | -1 | -5 | 106 | -10 | 45 | -0.1 | -1.7 | 0
20) Cc1ccc(C)c(NC(=S)N2CCCC2)c1
  90 | -10 | -9 | 84 | -1 | 22 | 0.9 | -0.6 | 36
21) C[C@H](N)c1nnc(SCC(N)=O)o1
  100 | -1 | -12 | 98 | 2 | / | -0.5 | 0.4 | 8
22) Cc1oc(-c2cccs2)nc1CN1CCN(C2CCCC2)C(CCO)C1 (configuration not stated)
  97 | -9 | 4 | 80 | 10 | 8 | 1.1 | -1.4 | 21
23) O=C1CCN(Cc2ccccc2)S(=O)(=O)c2ccccc21
  97 | 4 | / | 96 | -2 | 5 | 0.6 | -0.1 | 13
24) C/C(=N/NC(=O)c1ccc(Br)o1)c1cccc(NC(=O)c2ccc(F)cc2)c1
  108 | 6 | -5 | 107 | 3 | 18 | 0.2 | -1.4 | 18
25) O=C(Cc1ccc(Br)cc1)NNC(=O)Nc1ccc(Cl)cc1
  108 | 2 | 9 | 107 | -8 | 1 | 1.6 | 0.6 | 12
26) O=C(C1CCN(S(=O)(=O)c2cccc3cccnc23)CC1)N1CCc2ccccc21
  103 | 0 | 0 | 102 | -2 | 3 | 1.5 | -0.8 | 54
27) Nc1nnnn1CC(=O)N/N=C/c1cc([N+](=O)[O-])ccc1Cl
  76 | -9 | -4 | 85 | -5 | -1 | 0.8 | -0.2 | 16
28) O=C(CN(C(=O)c1csnn1)c1cccc(Cl)c1)NC1CCCCC1
  99 | 0 | 2 | 97 | -7 | -1 | -0.4 | -0.7 | 28
29) Cc1ccccc1C(=O)c1ccc2c(c1)n(C)c(=O)n2C
  100 | -7 | -8 | 96 | -5 | 18 | 1.0 | 0.7 | 6
30) O=C(NCc1nnc(SCC(=O)N2CCCCC2)o1)c1c(F)cccc1F
  107 | 9 | -7 | 110 | 0 | 17 | 0.9 | -0.1 | 34

A different layout for part of the listing above:
(29) Cc1ccccc1C(=O)c1ccc2c(c1)n(C)c(=O)n2C
(18) CCCN1C(=S)SC(C)(C)C1/[N+]([O-])=C/c1ccc(S(=O)(=O)NC)cc1 (configuration not stated)
(27) Nc1nnnn1CC(=O)N/N=C/c1cc([N+](=O)[O-])ccc1Cl

| Screen / compound no. | 29 | 18 | 27 |
| --- | --- | --- | --- |
| MEKK3 PB1 HTS | 100 | 103 | 76 |
| MEKK2mut PB1 HTS | -7 | 4 | -9 |
| GPR7 antag | -8 | 5 | -4 |
| MEKK2 WT-MEK5 | 96 | 99 | 85 |
| GalR3 antag | -5 | 1 | -5 |
| NALP1 yeast inh | 18 | 18 | -1 |
| V1aR counter | 1.0 | -0.5 | 0.8 |
| OXTR ag | 0.7 | -0.3 | -0.2 |
| PHOSPHO1 block | 6 | 19 | 16 |

The list goes on:
Values in the order – MEKK3 PB1 HTS | MEKK2mut PB1 HTS | GPR7 antag | MEKK2 WT-MEK5 | GalR3 antag | NALP1 yeast inh | V1aR counter | OXTR ag | PHOSPHO1 block
31) CSc1nnc2n(-c3ccccc3)c(=O)c3c4c(sc3n12)CCC4
  105 | 4 | -14 | 105 | 0 | 1 | -0.2 | 0.8 | 5
32) Cc1ccc(C(=O)N2CCOCC2)cc1S(=O)(=O)N1CCCC1
  102 | 0 | -5 | 99 | -3 | -1 | -0.2 | 0.8 | 27
33) NC(=O)C(c1ncc(C(F)(F)F)cc1Cl)c1c(Cl)cccc1Cl (configuration not stated)
  97 | -5 | -4 | 94 | 2 | 21 | 0.9 | -0.9 | -14
34) C=CCN(c1ccccc1C(=O)O)S(=O)(=O)/C=C/c1ccccc1
  96 | -6 | 6 | 88 | -1 | -15 | 0.3 | 0.1 | 19
35) CCOC(=O)c1cnc2ccccc2c1Nc1ccc2c(c1)OCCO2
  108 | 24 | -6 | 115 | -3 | 33 | -0.6 | -2.9 | -14
36) CSCCC(NC(=O)/C(=C\c1ccc(Cl)cc1)NC(=O)c1ccccc1)C(=O)O (configuration not stated)
  101 | 4 | -9 | 97 | -5 | -13 | 0.2 | -0.1 | 34
37) COc1cccc(Oc2c(C)oc3c(CN4CCCC4)c(O)ccc3c2=O)c1
  76 | -8 | -11 | 82 | 1 | / | 0.6 | 0.4 | 17
38) CCOc1ccc(NC(=O)CCNS(=O)(=O)c2cccc3nonc23)cc1
  105 | 10 | -10 | 110 | -6 | 12 | -0.4 | 0.9 | 14
39) COc1ccc(Cl)cc1NC(=O)C(OC)c1ccccc1 (configuration not stated)
  103 | -3 | 5 | 105 | -7 | 12 | -2.0 | -2.2 | 4
40) C=CCN1C(=O)/C(=C/c2ccccc2)S/C1=N/c1nccs1
  103 | 0 | 5 | 107 | 4 | 14 | 0.6 | -0.7 | -2
41) CCN(CC)c1ccc(/C=N/NC(=S)NC)c(O)c1
  101 | 4 | -15 | 94 | -6 | 4 | -1.2 | -1.7 | -22
42) Cc1ccc(C)c(C(=O)NC2CC(C)(C)NC(C)(C)C2)c1
  103 | 5 | -1 | 107 | -5 | 1 | 0.4 | -0.1 | -7
43) CCOC(=O)c1cc(C(=O)OCC)c2ccccn2c1=O
  107 | 8 | -3 | 110 | -4 | / | -0.2 | -1.8 | 15
44) CC1=C(C)CC(C(=O)c2ccc(C)cc2)C(C(=O)O)C1 (configuration not stated)
  101 | 6 | -5 | 107 | -2 | -9 | -0.1 | -0.8 | 2
45) CCC(=O)Nc1ccc2c(c1)nc(CCN1CCC(C)CC1)n2C
  107 | 6 | -9 | 103 | -9 | 3 | 0.0 | 1.6 | 52
46) CC(Cc1ccco1)NC(=O)c1ccc(C(F)(F)F)cc1 (configuration not stated)
  101 | -1 | -7 | 102 | -8 | 10 | -0.6 | -1.6 | 28
47) Cc1cccc(C)c1NC1=NC(=S)N(c2ccc(C(=O)O)cc2)C12CCCCC2
  96 | -4 | -3 | 94 | -4 | -13 | 0.2 | 0.2 | 5
48) COc1cccc(/C=N/NC(=O)c2nnn(-c3nonc3N)c2CN(C)c2ccccc2)c1
  102 | -2 | -12 | 100 | 2 | 5 | 5.3 | 1.0 | 36
49) O=c1/c(=C/c2cn(-c3ccccc3)nc2-c2ccc(F)cc2)sc2nc3ccccc3n12
  96 | 7 | -3 | 102 | / | 17 | / | / | -4
50) O=C(c1ccc(Cl)c(S(=O)(=O)N2CCCC2)c1)N1CCN(c2ccccn2)CC1
  102 | 3 | -5 | 100 | -7 | 4 | 1.1 | -0.5 | 16
51) COc1ccccc1NS(=O)(=O)c1ccc(C(=O)N2CCCC(C)C2)cc1 (configuration not stated)
  94 | 3 | 17 | 98 | 2 | 4 | 12 | 5.4 | 8
52) c1ccc(Cn2nnc3c(N4CCC5(CC4)OCCO5)ncnc32)cc1
  103 | 4 | 7 | 101 | 5 | -4 | 1.9 | 0.9 | -8
53) CN(C)N1C(N)=C(C#N)C(c2cccnc2)C2=C1CC(C)(C)CC2=O (configuration not stated)
  108 | 5 | 22* | 108 | -4 | 16 | 2.3 | 2.4 | 14
54) O=C(O)c1ccc(NC(=O)c2cn(-c3ccccc3)nc2-c2ccc(Br)cc2)cc1
  106 | -3 | -10 | 90 | -3 | -4 | 1.8 | 2.5 | 20
55) CC(NC(=O)C1(c2cccs2)CCOCC1)c1ccccc1 (configuration not stated)
  110 | 0 | 4 | 103 | -2 | 20 | 0.6 | -1.4 | 5
56) COc1ccc(-c2cc(OC)c3ccccc3n2)cc1
  99 | 2 | 0 | 99 | -6 | 34 | 0.1 | -1.7 | -10
57) Cc1ccc(/C=N/Nc2nncc(-c3ccccc3)n2)o1
  99 | 0 | 5 | 102 | -4 | -14 | -1.3 | -2.4 | 23
58) COc1cccc(OC)c1C(=O)Oc1ccc2c(c1)O/C(=C\c1ccncc1)C2=O
  96 | -2 | -6 | 99 | -5 | 43 | 0.5 | -0.6 | -3
59) CCc1nnc(NC(=O)CCC(=O)Nc2ccc(C)cc2)s1
  100 | 1 | 2 | 104 | -7 | 22 | -0.3 | -0.5 | 23
60) O=C(NCc1ccncc1)c1nc(-c2ccc(C(F)(F)F)cc2)no1
  96 | -3 | -13 | 92 | -3 | -5 | 8.4 | 7.7 | 42
61) Cc1cc(NC(=O)CSc2nc3ccccc3c(=O)n2CCCC(=O)NCc2ccccc2)n[nH]1
  99 | -5 | -13 | 96 | -1 | -2 | -0.5 | -0.8 | 24
62) O=C1c2ccccc2C(=O)C12Cc1ccccc1N1CCN(c3ccccc3)CC12 (configuration not stated)
  99 | -1 | 0 | 93 | -4 | 3 | / | / | 14
